USP1-UAF1 inh – blocks the human USP1/UAF1 deubiquitinase complex. O94782. recombinant USP1/UAF1, Ub-Rhodamine cleavage fluorescence. Potency, µM (top dose mostly 57.1 µM), for inactives: at the top dose activity change, negative = inhibition, actives largely listed as inhibitors. 0.23% of 390,000 active. AID 743255; note: % is set by controls: 0 for no effect and ±100 for the full control effect; nearly all actives have a fitted effect of over 60% in size; inactives centre near -12
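In this screen, compounds sit with the deubiquitinase complex (1nM) for 15 min at room temperature before Ub-Rho is added at 150nM final. Fluorescence rise is then followed for 6 reads every 60 seconds.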
TrxR1 inh – inhibitors of rat thioredoxin reductase 1; recombinant rTrxR1, NADPH fluorescence consumption, selenite substrate; 1% of 390,000 active; Potency, µM (titrated, usually from 114 µM), without a hit: at the highest dose activity change, negative = inhibition, most hits filed as inhibitors; AID 588453; note: % is set by controls: 0 for no effect and ±100 for the full control effect; nearly all actives have a fitted effect of over 65% in size
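Rat TrxR1 (90 nM in the dispensed reagent) was pre-reduced with 400 uM NADPH for 5 min at room temperature, then incubated with compound for 15 min. After 400 uM selenite was added, NADPH fluorescence (Ex 340/Em 450 nm) was followed for 8 min.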
Vif-APOBEC3F blk – Vif-A3F binding inhibition. AID 602313. 0.2% of 390,000 active. HeLa A3F-eYFP + Vif (tagged APOBEC3F with the HIV-1 protein that degrades it), YFP fluorescence increase. Potency, µM (doses to about 46.1 µM), inactives show at the highest dose activity, negative = active; note: % of control where 0% means no effect; nearly all actives have a fitted effect of over 65% in size
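HeLa cells stably expressing A3F-eYFP plus Vif, plated and incubated overnight at 37 deg C, then exposed to compounds overnight at 37 deg C. Blocked degradation read as raised yellow fluorescence (Ex 488/Em 500-530).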
IDH1 R132H inh – inhibitors of human mutant IDH1 R132H. IDH1-R132H enzyme, NADPH consumption, diaphorase/resazurin fluorescence. Potency, µM (series often up to 76.6 µM), for inactives: top-dose activity change, negative = inhibition, actives largely listed as inhibitors. 0.093% of 390,000 active. AID 602179; note: % is set by controls: 0 for no effect and ±100 for the full control effect; nearly all actives have a fitted effect of over 65% in size
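IDH1-R132H (0.5 ug/mL) preincubated 30 min with compound, then NADPH (0.016 mM) and alpha-KG (2 mM) added; 80 min at RT, pH 7.5. Remaining NADPH coupled via diaphorase/resazurin to fluorescence (540/590 nm); concentration-response curves normalized to no-enzyme control.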
TrxR1 substrate – is turned over as a substrate by rat TrxR1; purified TrxR1 substrate turnover, NADPH consumption readout; Potency, µM (series often up to 114 µM), without a hit: at the top dose activity change, negative = substrate turnover; 0.01% of 390,000 active; note: % is set by controls: 0 for no effect and ±100 for the full control effect; nearly all actives have a fitted effect of over 50% in size
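Rat TrxR1, dispensed at 90 nM, was prereduced with 400 uM NADPH (final) for 5 min at ~22 deg C, then incubated with compound 15 min before 400 uM selenite. A first-read NADPH fluorescence drop versus no-compound background flagged substrates.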
ALOX12 inh – blocks human arachidonate 12S-lipoxygenase. 1.1% of 580,000 active. Potency, µM (doses to about 108 µM), inactives show top-dose activity change, negative = inhibition, actives largely listed as inhibitors. purified 12hLO, xylenol orange hydroperoxide absorbance; note: % is set by controls: 0 for no effect and ±100 for the full control effect
Target sequence (P18054 whole entry, looked up): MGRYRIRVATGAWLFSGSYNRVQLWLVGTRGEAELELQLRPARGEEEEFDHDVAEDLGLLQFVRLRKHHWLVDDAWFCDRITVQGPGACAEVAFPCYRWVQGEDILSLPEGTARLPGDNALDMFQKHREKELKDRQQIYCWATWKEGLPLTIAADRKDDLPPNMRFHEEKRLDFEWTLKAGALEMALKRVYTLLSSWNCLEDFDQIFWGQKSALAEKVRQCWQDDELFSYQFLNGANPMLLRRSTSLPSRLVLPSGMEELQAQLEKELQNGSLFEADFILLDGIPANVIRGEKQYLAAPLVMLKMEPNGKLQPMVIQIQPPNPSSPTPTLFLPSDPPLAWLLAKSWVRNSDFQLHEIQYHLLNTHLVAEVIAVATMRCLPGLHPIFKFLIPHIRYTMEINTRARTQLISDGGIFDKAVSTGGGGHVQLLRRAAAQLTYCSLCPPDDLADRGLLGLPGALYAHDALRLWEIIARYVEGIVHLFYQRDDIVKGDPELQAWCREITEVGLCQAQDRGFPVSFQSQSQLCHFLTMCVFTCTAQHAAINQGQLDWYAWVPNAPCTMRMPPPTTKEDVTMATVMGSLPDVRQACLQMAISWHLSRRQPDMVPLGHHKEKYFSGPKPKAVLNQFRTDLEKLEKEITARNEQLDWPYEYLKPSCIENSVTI
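Purified human 12hLO at 150 nM in 25 mM Hepes, 0.01% Triton X-100, pH 7.0, preincubated 15 min at room temperature with compound. Reaction started with 40 uM arachidonic acid, 30 min at room temperature. Hydroperoxide measured by Fe-xylenol orange, 573/405 nm absorbance ratio.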
RGS4 inhibitor – inhibitors of human regulator of G protein signaling 4; Potency, µM (series often up to 114 µM), inactives show at the highest dose activity change, negative = inhibition, actives largely listed as inhibitors; 0.039% of 390,000 active; Transcreener GDP fluorescence polarization, RGS4-accelerated GTP hydrolysis; P49798; AID 504845; note: % is set by controls: 0 for no effect and ±100 for the full control effect; nearly all actives have a fitted effect of over 75% in size; some results filed as inactive show a strong effect at the top dose
Target sequence (P49798 whole entry, looked up): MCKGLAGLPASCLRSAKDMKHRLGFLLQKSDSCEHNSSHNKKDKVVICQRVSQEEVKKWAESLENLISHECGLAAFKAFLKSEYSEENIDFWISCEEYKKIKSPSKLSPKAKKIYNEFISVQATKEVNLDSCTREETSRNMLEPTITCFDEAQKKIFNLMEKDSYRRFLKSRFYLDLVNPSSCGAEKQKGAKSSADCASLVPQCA
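MLSMR compounds (23 nl, pin-transferred) preincubated 10 min at room temperature with a 500nM (2x) first reagent, then RGS4 at 900nM (2x) plus Transcreener GDP mix added; fluorescence polarization (620/688 nm) read before and after 90 min at 30 °C.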
RXFP1 ag – activates the human relaxin receptor RXFP1. HEK293T-RXFP1 cAMP TR-FRET, 30 min; response scale: percent of porcine relaxin response, buffer zero. Potency, µM (titrated, usually from 57.5 µM), without a hit: top-dose activation, actives largely listed as activators. 0.3% of 370,000 active; note: % is set by controls: 0 for no effect and ±100 for the full control effect; nearly all actives have a fitted effect of over 60% in size; many of its hits are not listed in these tables
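cAMP rise read by TR-FRET after 30 min, 37C compound exposure (up to 58 uM) in RXFP1-transfected HEK293 cells with Ro 20174 present. EC50 from Hill-equation fits, with 29 nM porcine relaxin as 100% and buffer as basal.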
Vif-A3G inh – Vif-A3G binding inhibition; Potency, µM (top dose mostly 46.1 µM), for the others: at the top dose activity, negative = active, most hits filed as inhibitors; Q9HC16; 0.076% of 410,000 active; HeLa A3G-eYFP + Vif (tagged APOBEC3G with the HIV-1 protein that degrades it), YFP fluorescence, overnight;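 note: % is set by controls: 0 for no effect and ±100 for the full control effect; nearly all actives have a fitted effect of over 60% in size; hits raise eYFP signal because A3G escapes Vif-driven loss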
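HeLa cells stably expressing Vif and C-terminally eYFP-tagged A3G, seeded overnight at 37 deg C, then exposed to compound by pintool overnight at 37 deg C. Rise in yellow fluorescence (Ex 488/Em 500-530, Acumen) marks blocked Vif-driven A3G degradation.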
* marks the source's active call; other numbers are inactive results; ? = inconclusive; · = not tested or not shown; & = joins results of further samples; [ ] = remark or other dose. Calls come from the whole dose curve; as a rule, active = well fitted curve in the direction sought with a large enough effect; inconclusive = small, poorly fitted or top-dose-only effect, or another doubt; inactive = no such curve, though single readings can be large; an effect the other way counts as inactive or inconclusive. Potency is the fitted concentration of half-maximal effect. These rows are one share of the data; the hit share may differ from the screen's.

SMILES | USP1-UAF1 inh | TrxR1 inh | Vif-APOBEC3F blk | IDH1 R132H inh | TrxR1 substrate | ALOX12 inh | RGS4 inhibitor | RXFP1 ag | Vif-A3G inh
CCc1ccc(C(N)=S)cc1 | -13% | -8% | -2% | -13% | 3% | ? | -20% | 0.0% | -3%
CCN(CC)CCNC(=O)c1ccc(NC(=O)c2cc(-c3ccco3)nc3ccccc23)cc1 | -10% | ? | 0% | 3% | 21% | ? | -21% | 2.3% | 2%
COc1ccc(-c2ccc(CN3C(C)C(=O)N(Cc4cn(CCC5OCCO5)nn4)CCS3(=O)=O)cc2)cc1 (configuration not stated) | -29% | · | -14% | -1% | · | 16µM* | · | · | 3%
CC1(C)c2[nH]c3ccccc3c2C[C@H]2C(=O)N(CCCO)CC(=O)N21 | -20% | 13% | -1% | -4% | 5% | 21% | 11% | 0.4% | 3%
CCN(C(=O)COC(=O)c1ccccc1Cc1ccccc1)C1CCS(=O)(=O)C1 (configuration not stated) | -21% | 5% | -3% | 8% | 2% | · | 17% | 2.4% | 2%
COc1ccc(N2CC3=C(C2=O)C(c2ccc(Br)cc2)NC(=O)N3C)cc1 (configuration not stated) | -28% | -4% | 5% | -1% | -8% | -9% | 8% | 2.4% | -8%
COc1ccc(NC(=O)CCN2CCOCC2)c(OC)c1 | -10% | 19% | 1% | 2% | 3%[57.1 µM] | 111%[activator] | -2% | -1.3% | 4%
O=C(Cc1ccc(Cl)cc1)Nc1ccc(-c2cc3ccccc3oc2=O)c(Cl)c1 | -9% | -18% | -15% | 4% | 15% | -8% | -17% | 0.1% | ?
O=C(O)c1ccc(OCc2cn3ccccc3n2)cc1 | -5% | 0% | 8% | 5% | 22% | -32% | 23% | 1.4% | -14%
O=C(C1CC1)N1CCN(c2ccnc3cc(Cl)ccc23)CC1 | -16% | 5% | 2% | 7% | 0% | 0% | -2% | 17% | -2%
CN(Cc1ccccc1)C(=O)c1[nH]cnc1C(=O)Nc1ccccc1 | -20% | 5% | 4% | -6% | -5% | 9% | -16% | -0.2% | 2%
O=C(NNC(=O)c1ccc(Br)o1)c1ccc(NS(=O)(=O)c2cccs2)cc1 | -12% | -12% | -7% | -4% | -7% | 0% | -31% | · | -1%
Cc1cc(=O)n2[nH]c(NCc3ccccc3F)nc2n1 | -9% | 34% | 11% | 5% | 15% | -18%&-8% | -15% | 0.8% | 1%
Cc1cccc(Cl)c1NC(=O)N1CCN(c2ccnc3cc(Cl)ccc23)CC1 | -18% | 13% | -3% | 4% | 1% | 0% | -14% | 3.1% | 5%
COc1ccc(Oc2ccc(-c3ccn[nH]3)cc2)cc1 | -17% | 4%[57.1 µM] | 6% | 3% | 3%[57.1 µM] | 0% | -26% | -2.5% | 1%
Cc1cc(=O)[nH]c(SCC(=O)Nc2cccc(S(=O)(=O)N3CCOCC3)c2)n1 | -12% | 2% | 4% | 0% | 1% | 0% | -3% | 22% | 0%
COc1ccc(CC(=O)OCC(=O)N2c3ccccc3CC2C)cc1OC (configuration not stated) | -27% | · | 1% | -5% | · | -2% | · | · | -1%
Cc1ccc(C2N3CC4(C)CN2CC(c2ccccc2)(C3)C4=O)cc1 (configuration not stated) | -9% | 11% | -14% | 11% | -6% | -14% | -2% | -3.2% | -1%
CCCc1cc(=O)[nH]c(SCc2nc3ccccc3s2)n1 | -19% | 23% | -8% | 8% | 6% | -12% | -2% | -1.6% | -12%
COc1ccccc1CNC(=O)C/C(C)=N/NC(=O)Cc1ccccc1 | -18% | 9% | 0% | -4% | 8% | 10% | -23% | -0.4% | -4%

Compound profiles, as listed above. Screens in order: USP1-UAF1 inh, TrxR1 inh, Vif-APOBEC3F blk, IDH1 R132H inh, TrxR1 substrate, ALOX12 inh, RGS4 inhibitor, RXFP1 ag, Vif-A3G inh
Entry for COc1ccccc1CNC(=O)C/C(C)=N/NC(=O)Cc1ccccc1 : -18%, 9%, 0%, -4%, 8%, 10%, -23%, -0.4%, -4%
Entry for O=C(NNC(=O)c1ccc(Br)o1)c1ccc(NS(=O)(=O)c2cccs2)cc1 : -12%, -12%, -7%, -4%, -7%, 0%, -31%, ·, -1%

The list goes on:
SMILES | USP1-UAF1 inh | TrxR1 inh | Vif-APOBEC3F blk | IDH1 R132H inh | TrxR1 substrate | ALOX12 inh | RGS4 inhibitor | RXFP1 ag | Vif-A3G inh
O=C(O)CC1(CC(=O)Nc2cccc(C(=O)O)c2)CCCC1 | 0% | 2%[57.1 µM] | -1% | 8% | 3%[57.1 µM] | -18% | 21% | -1.7% | 1%
COc1ccc(C(=O)Nc2ccc(NC(=O)C3CC3)cn2)cc1 | -20% | 16% | 3% | 10% | 5% | ? | -20% | 3.1% | -3%
COC(=O)CSc1nc2sc(C)c(C)c2c(=O)n1C | -17% | -6% | -10% | 4% | -5% | 0% | -1% | 4.3% | 1%
COc1ccc(S(=O)(=O)N2CCOC2CNC(=O)C(=O)NCCCN2CCOCC2)cc1 (configuration not stated) | -10% | -5% | -3% | 4% | -4% | 5% | 4% | -2.4% | -1%
C[C@H]1CN([C@@H](C)CO)S(=O)(=O)c2ccc(Br)cc2O[C@H]1CN(C)C(=O)c1cccnc1 | -26% | · | -8% | 3% | · | ? | · | · | 2%
Cc1ccc2oc(C(=O)Nc3sc4c(c3C(=O)NCc3cccnc3)CCCC4)cc(=O)c2c1 | -7% | 14% | 0% | 0% | -1% | -6% | -12% | -0.4% | 0%
Oc1sc(C=Nc2ccccc2)c2ccccc12 | 28µM* | -13% | 25µM* | 2% | -9% | ? | -52% | 2.1% | 11µM*
O=c1c2cnn(-c3ccc(F)cc3)c2ncn1Cc1ccc(F)cc1 | -25%&5% | ? | 2%&-10% | -12%&21% | 6%&-4% | 3%&2% | 14%&-3% | 8.5%&5.4% | 4%&-7%
Cc1ccc2nc(NC(=O)c3ccc(NS(=O)(=O)c4cccs4)cc3)sc2c1 | 2% | -8% | -3% | 0% | 2% | ? | -2% | -0.4% | -3%
COc1ccc(OC)c(NC(=O)c2nc(S(=O)(=O)Cc3ccccc3)ncc2Cl)c1 | -6% | 3.5µM* | -10% | 28% | -1% | -2% | -37% | -1.5% | -9%

Ordered by the number under RXFP1 ag (smallest number first): some entries from above
| smiles | USP1-UAF1 inh | TrxR1 inh | Vif-APOBEC3F blk | TrxR1 substrate | ALOX12 inh | RGS4 inhibitor | RXFP1 ag |
| --- | --- | --- | --- | --- | --- | --- | --- |
| COc1ccc(OC)c(NC(=O)c2nc(S(=O)(=O)Cc3ccccc3)ncc2Cl)c1 | -6% | 3.5µM* | -10% | -1% | -2% | -37% | -1.5% |
| COc1ccc(NC(=O)CCN2CCOCC2)c(OC)c1 | -10% | 19% | 1% | 3%[57.1 µM] | 111%[activator] | -2% | -1.3% |
| O=C(C1CC1)N1CCN(c2ccnc3cc(Cl)ccc23)CC1 | -16% | 5% | 2% | 0% | 0% | -2% | 17% |

(cont.)
SMILES | USP1-UAF1 inh | TrxR1 inh | Vif-APOBEC3F blk | IDH1 R132H inh | TrxR1 substrate | ALOX12 inh | RGS4 inhibitor | RXFP1 ag | Vif-A3G inh
Cc1ccc(-n2cc(CNC(C)c3cnn(C)c3)c(-c3ccc(F)cc3)n2)cc1 (configuration not stated) | -8% | 23%[57.1 µM] | 0% | 0% | 1%[57.1 µM] | -16% | -5% | 0.9% | -1%
Cc1ccccc1CN1CCCC(C(=O)N2CCCCC2)C1 (configuration not stated) | 2% | 20% | -6% | -9% | 1% | ? | 19% | 0.3% | 4%
COc1ccc(/C=C(\NC(=O)c2ccc(OC)cc2)C(=O)Nc2ccc(C(=O)O)cc2)cc1 | -17% | -18% | 4% | 0% | -16% | 0% | -1% | -2.6% | -1%
CS(=O)(=O)c1ccc(CNC(=O)C2(C(F)(F)F)CC(CCCO)CCCO2)cc1 (configuration not stated) | -27% | -20%&-5% | -7% | -2%[38.3 µM] | -12%&-5% | 27% | -19%&2% | · | -16%&-6%
Cc1cc(C)n(-c2nc(C)nc3c2cnn3-c2ccccc2)n1 | -12% | -2% | -6% | 5% | 2% | 2% | -10% | -0.2% | -2%
O=C(CSc1nccn1Cc1ccccc1)Nc1ccc2c(c1)OCO2 | -18% | 7%[57.1 µM] | -6% | -12% | -3%[57.1 µM] | 1% | -17% | -2.0% | -2%

4 entries out of the list, arranged by molecular weight, high to low:
SMILES | USP1-UAF1 inh | TrxR1 inh | Vif-APOBEC3F blk | IDH1 R132H inh | TrxR1 substrate | ALOX12 inh | RGS4 inhibitor | RXFP1 ag | Vif-A3G inh
CS(=O)(=O)c1ccc(CNC(=O)C2(C(F)(F)F)CC(CCCO)CCCO2)cc1 (configuration not stated) | -27% | -20%&-5% | -7% | -2%[38.3 µM] | -12%&-5% | 27% | -19%&2% | · | -16%&-6%
Cc1ccc(-n2cc(CNC(C)c3cnn(C)c3)c(-c3ccc(F)cc3)n2)cc1 (configuration not stated) | -8% | 23%[57.1 µM] | 0% | 0% | 1%[57.1 µM] | -16% | -5% | 0.9% | -1%
Cc1cc(C)n(-c2nc(C)nc3c2cnn3-c2ccccc2)n1 | -12% | -2% | -6% | 5% | 2% | 2% | -10% | -0.2% | -2%
Cc1ccccc1CN1CCCC(C(=O)N2CCCCC2)C1 (configuration not stated) | 2% | 20% | -6% | -9% | 1% | ? | 19% | 0.3% | 4%

Compound activity as filed in PubChem.
